# From PubChem BioAssay
# Myeloid diff 2: induction of myeloid progenitor differentiation, primary screen, cell-based, flow cytometry, MLPCN library; calls only at 10 µM; actives 1% (n = 360,000); ER-HoxA9 myeloid progenitors, lysozyme-GFP differentiation;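 active = normalized GFP-positive differentiation at or above the plate's own cutoff, the solvent-only control mean plus 3 SD; inconclusive = no clear call, values can overlap the other calls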;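 note: cells exposed to compound for four days before flow analysis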
# Myeloid diff 2 GFP+ MAC1+ %: further read-out of Myeloid diff 2, marked with its call; GFP+ MAC1+ double positive, %; measured here: differentiation confirmed by MAC1 staining
# * = called active by the depositor; i = inactive; ? = inconclusive; . = not tested or not shown.
# Every second line gives: Myeloid diff 2 | Myeloid diff 2 GFP+ MAC1+ %
CCCC[C@@H]1Cc2[nH][nH]c(=O)c2[C@@H](c2ccc(Cl)cc2)O1
 : i | 1.0
CC1(C(=O)NS(=O)(=O)c2ccc(F)cc2F)CCN1C(=O)C1(c2ccc(Cl)cc2)CC1 (stereo not drawn)
 : i | 1.1
CCN(C)c1cc2c(c3c1ccn3C)C1CCC2C1 (stereo not drawn)
 : i | 0.9
O=C(NCC1CC1)c1csc([C@@H]2O[C@H](CO)[C@H](O)[C@H](O)[C@H]2O)n1
 : i | 0.6
COc1ccc(-c2csc(C(O)c3ccc(F)cc3)n2)cc1OC (stereo not drawn)
 : i | 1.4
NC(c1csc(NC(=O)Nc2ccccc2Cl)n1)C1CCCCC1 (stereo not drawn)
 : i | 0.9
CC(=O)c1cccc(-c2ccc3c(c2)C(C)(Cc2ccc(S(C)(=O)=O)cc2)C(=O)N3)c1 (stereo not drawn)
 : i | 0.9
CSCCC(C(=O)NC(C)(C)C)n1c(-c2ccc3c(c2)OCO3)nc2ccccc21 (stereo not drawn)
 : i | 2.3
COc1cccc(-c2cc3c(c4c2ccn4C)C2CCC3C2)c1 (stereo not drawn)
 : i | 0.5
COC(=O)C1=CN(c2ccc3c(c2)OCO3)C(N)=C(C#N)C1c1ccc(-c2ccccc2)cc1 (stereo not drawn)
 : i | 3.4
CCOC(=O)C1=CCN(S(=O)(=O)c2ccc(C)cc2)C1c1cccc(F)c1 (stereo not drawn)
 : i | 0.8
CC(=O)Nc1ccc(CN(C)c2c(C)nc3ccc(C(=O)N4CCN(C(C)=O)CC4)cn23)cc1
 : i | 1.3
C[C@H]1CN([C@@H](C)CO)S(=O)(=O)c2ccc(Br)cc2O[C@H]1CN(C)C(=O)CN(C)C
 : i | 0.6
COc1cc(-c2cc(NC(C)=O)c3ncc(-c4ccc(F)cc4)n3c2)cc(OC)c1OC
 : i | 0.6
Cc1cc(C)c2c(CN(C)Cc3ccccc3)cc(=O)oc2c1
 : i | 0.8
COc1cc(-c2cc(=O)c3c(O)cc(O)cc3o2)cc(OC)c1OC
 : i | 7.8
CCC(C)CNC(=O)c1[nH]c(C(F)(F)F)nc1-c1ccccc1 (stereo not drawn)
 : i | 2.2
CC(C)N1CCCC(C)(C(=O)Nc2ccc3c(c2)OCO3)C1 (stereo not drawn)
 : i | 1.1
Cc1ccc(-c2nc3ccc(Br)cn3c2Cc2ccccc2)cc1
 : i | 0.8
CC(=O)NC(c1ccc(F)c(F)c1)c1nc(-c2cnc3ccccc3c2)cs1 (stereo not drawn)
 : i | 0.6
CC(C)(C)NC(=O)C(c1ccnc2ccccc12)n1c(=O)c(-c2cc3ccccc3[nH]2)nc2ccccc21 (stereo not drawn)
 : i | 2.4
COC(=O)[C@]12CCCCC=C1N(Cc1ccc(Cl)cc1Cl)C(=O)[C@H](CC(=O)N1CCCCC1)C2
 : i | 1.3
COc1cc2oc(=O)cc(CN3CCN(c4ccccc4OC)CC3)c2cc1Cl
 : i | 0.3
Cn1ccc2c(-c3ccc4c(c3)OCCO4)cc3c(c21)C1CCC3O1 (stereo not drawn)
 : i | 0.1
OC[C@H]1O[C@@H](c2nc(-c3cccc4ccccc34)no2)[C@H](O)[C@@H]1O
 : i | 0.3
CCCOc1ccc(F)cc1-c1cc(C(=O)NCc2cc(C(F)(F)F)cc(C(F)(F)F)c2)[nH]n1
 : i | 1.2
COCCOC(=O)N1CCCCC1c1cc(C(=O)NCc2ccc(Cl)c(Cl)c2)no1 (stereo not drawn)
 : i | 1.0
CC(C)(C)c1ccc(CC(=O)N2CCC2(C)C(=O)Nc2cnc3ccccc3c2)cc1 (stereo not drawn)
 : i | 0.2
CCC(=O)N1Cc2cc(C(=O)Nc3nccs3)nc(-c3cccc(-c4ccccc4OC)c3)c2[C@H]1CCO
 : i | 0.9
O=C(Nc1cccnc1)C1Cc2c(-c3cccc(F)c3)ccnc2O1 (stereo not drawn)
 : i | 0.7
CCOC(=O)C1=CCN(S(=O)(=O)c2ccc(C)cc2)C1c1ccc(Cl)c(Cl)c1 (stereo not drawn)
 : i | 1.0
Cc1ccc(S(=O)(=O)N2[C@@H](Cc3ccccc3)CO[C@H]2CC(=O)c2ccccc2)cc1
 : i | 1.4
CC1(C(=O)O)CCCN1C(=O)c1cc2ccccc2s1 (stereo not drawn)
 : i | 1.4
CC(C)NC(=O)C1(C)CN(S(C)(=O)=O)CC(=O)N1C1CCN(Cc2ccccc2)CC1 (stereo not drawn)
 : i | 2.4
C=CCOC(=O)Nc1nc(CCNC(=O)OC(C)(C)C)c(C(=O)O)s1
 : i | 2.5
CC(=O)Nc1cc(-c2ccc(C(=O)NC3CC3)cc2)cn2c(-c3cccc(C(F)(F)F)c3)cnc12
 : i | 1.0
Cc1cccc(CNC(=O)c2sc(=O)n(Cc3ccccc3C)c2C)c1
 : i | 4.1
CC(=O)Nc1ccc(CN(C)c2c(C)nc3ccc(C(=O)N4CCN(C(=O)c5ccco5)CC4)cn23)cc1
 : i | 0.8
COc1cccc(C(O)c2nc(-c3cccc(F)c3)cs2)c1 (stereo not drawn)
 : i | 1.2
Cc1cn([C@H]2C[C@H](O)[C@@H](CCC(=O)NCc3ccc4c(c3)OCO4)O2)c(=O)[nH]c1=O
 : i | 2.6
CCNC(=O)C1(C)CCCN1C(=O)c1cnc2ccccc2n1 (stereo not drawn)
 : i | 1.6
CCNC(=O)C1CCCN(C(=O)c2ccc(OC(F)F)cc2)CC1 (stereo not drawn)
 : i | 0.4
CNc1cncc(-c2ccccc2CO)n1
 : i | 1.5
CC1(Cc2ccc(F)cc2)C(=O)Nc2ccc(S(=O)(=O)NC3CCCCC3)cc21 (stereo not drawn)
 : i | 0.9
CCCCN(C)c1c(C)nc2ccc(C(=O)N3CCN(C(C)=O)CC3)cn12
 : i | 0.4

# Other structures
SMILES,Myeloid diff 2,Myeloid diff 2 GFP+ MAC1+ %
CN1C(=O)CC2(C)C1=CCc1scnc12 (stereo not drawn),i,0.8
Cc1cc(C)cc(Cn2cc(CN3CC(N4CCN(Cc5ccccc5F)CC4)CS3(=O)=O)nn2)c1 (stereo not drawn),i,0.9
O=C(Nc1nnc([C@@H]2O[C@H](CO)[C@@H](O)[C@H]2O)s1)Nc1ccccc1C(F)(F)F,i,0.5
O=C1c2ccccc2C(c2nnnn2-c2ccc3c(c2)OCCO3)N1CCCN1CCOCC1 (stereo not drawn),i,1.5
CCNC(=O)C1CCCN(C(=O)c2cccc(OC(F)(F)F)c2)CC1 (stereo not drawn),i,0.8
Clc1ccccc1-c1ccc2nccn2c1,i,1.3
COCCNC(=O)C1(C)CCN(C(=O)c2ccc(SC(F)(F)F)cc2)C1 (stereo not drawn),i,1.0
CCCCNC(=O)C1(C)CCC(=O)N1CCOc1ccccc1 (stereo not drawn),i,1.0
CC(C)CNC(=O)C1(C)CCCCCN1C(=O)c1cccnc1 (stereo not drawn),i,1.3
CCc1nc2c(OCc3ccc(F)cc3)cccn2c1N(C)C(=O)c1ccco1,i,0.4
NC(Cc1ccccc1)c1csc(Nc2ccc(C(=O)NCCO)cc2)n1 (stereo not drawn),i,1.4
O=C(NCCN1CCC(n2c(=O)[nH]c3ccccc32)CC1)c1cccnc1,i,0.9
COc1ccc(N2CCN(C(=O)Oc3ccc([N+](=O)[O-])cc3)CC2)cc1,i,1.0
CCNC(=O)N(C)[C@H]1C[C@H]2c3[nH]c4ccccc4c3CCN2C[C@H]1[C@H](C)O,i,1.0
COc1cccc(CNC(=O)[C@@H]2CCCN2C(=O)[C@@H]2CCCN2C(=O)c2cccc3ccccc23)c1,i,0.9
O=C1NC[C@H](CCCCN2CCN(CC3CCCCC3)C(=O)C2=O)N(CCc2ccccc2)C1=O,i,0.2
CSc1ccc(CN2C(=O)C(C)Oc3c(C(C)=O)cccc32)cc1 (stereo not drawn),i,1.1
CCN(CC)c1ncnc2c1ncn2[C@H]1CN(CCOC)C[C@@H](CO)O1,i,0.7
O=C(O)c1ccc(O)c2ncccc12,i,1.1
C[C@@H]1COc2cc(N3CCC[C@@H]3CO)ccc2S(=O)(=O)N1,i,0.9

# Some of these compounds in order of SMILES length, low to high:
SMILES,Myeloid diff 2,Myeloid diff 2 GFP+ MAC1+ %
Cc1cccc(CNC(=O)c2sc(=O)n(Cc3ccccc3C)c2C)c1,i,4.1
O=C1NC[C@H](CCCCN2CCN(CC3CCCCC3)C(=O)C2=O)N(CCc2ccccc2)C1=O,i,0.2
CC(=O)Nc1cc(-c2ccc(C(=O)NC3CC3)cc2)cn2c(-c3cccc(C(F)(F)F)c3)cnc12,i,1.0

# New compounds follow.
SMILES,Myeloid diff 2,Myeloid diff 2 GFP+ MAC1+ %
C=CCC[C@@H](CCCCC)OC(=O)/C=C/[C@H](O)[C@@H](O)C[C@@H](O)CC=C,i,2.6
COc1ccccc1CNc1nc(NCc2cccs2)nc2ccsc12,i,0.9
Cc1ccc(S(=O)(=O)N2CC3(O)CN(C(=O)OC(C)C)N(C(=O)OC(C)C)CC3(OC(=O)NC3CC3)C2)cc1 (stereo not drawn),i,1.2
CC1=C(C(=O)N(C(C)C)C(C)C)CC(CC(=O)NCCc2ccccn2)C(=O)N1CCC1=CCCCC1 (stereo not drawn),i,0.0
OC(c1cccc(Cl)c1)c1nc(-c2ccoc2)cs1 (stereo not drawn),i,1.1
COCCN1C(=O)COc2ccccc2C1C(=O)NC(C)(C)C (stereo not drawn),i,1.5
COc1cc(CN2C[C@@H](CO)O[C@@H](n3cnc4c(NC5CCC5)ncnc43)C2)cc(OC)c1OC,i,0.5
O=C(NCc1cc(C(F)(F)F)cc(C(F)(F)F)c1)c1cc(-c2cc(F)ccc2OCC2CCCO2)n[nH]1 (stereo not drawn),i,0.7
CCOC1=C2CN(S(=O)(=O)c3ccc(C)cc3)[C@H](c3ccccc3)C[C@@H]2N(S(=O)(=O)c2ccc(C)cc2)[C@H](c2cccs2)C1,i,2.0
CCOC(=O)C1=CCN(S(=O)(=O)c2ccc(C)cc2)C1c1ccc(Br)cc1 (stereo not drawn),i,0.8
CCCCNC(=O)C1C(c2ccccc2)=Nc2ccccc2N1C(=O)c1ccc(C(F)(F)F)cc1 (stereo not drawn),i,1.8
CC(NC(=O)C1CCCN1C(=O)OC(C)(C)C)C(=O)OCc1ccccc1 (stereo not drawn),i,0.8
CCc1nc2ccc(C(=O)Nc3ccc4c(c3)OCC(=O)N4)cn2c1N(C)C(=O)Cc1ccccc1,i,0.8
CC1(C(=O)NCc2ccco2)Cc2c(-c3ccc4c(c3)OCO4)ccnc2O1 (stereo not drawn),?,.
COc1ccc(S(=O)(=O)NC(=O)C2(C)CCN2C(=O)Cc2ccc(-c3ccccc3)cc2)cc1 (stereo not drawn),?,.
COc1ccc(N2CCN(C(=O)C(=O)c3cc(OC)c4ccccc4c3)CC2)cc1,i,2.8
O=C(Nc1ccc(F)cc1)C(c1cccc(F)c1)N1CCN(c2cccc(C(F)(F)F)n2)CC1 (stereo not drawn),i,3.8
CC(=O)N(C)[C@H]1C[C@@H](c2ccccc2)N(C(C)=O)C[C@H]1CO,i,0.7
Cc1c(C(=O)NCc2cccc([N+](=O)[O-])c2)sc(=O)n1Cc1ccc(F)cc1,i,2.5
CSc1nc(N)n2nccc2n1,i,1.1

# 5 entries already listed, arranged by their value in Myeloid diff 2 GFP+ MAC1+ %, descending:
SMILES	Myeloid diff 2 GFP+ MAC1+ %
O=C(Nc1ccc(F)cc1)C(c1cccc(F)c1)N1CCN(c2cccc(C(F)(F)F)n2)CC1 (stereo not drawn)	3.8
Cc1c(C(=O)NCc2cccc([N+](=O)[O-])c2)sc(=O)n1Cc1ccc(F)cc1	2.5
CSc1nc(N)n2nccc2n1	1.1
CC(NC(=O)C1CCCN1C(=O)OC(C)(C)C)C(=O)OCc1ccccc1 (stereo not drawn)	0.8
CC(=O)N(C)[C@H]1C[C@@H](c2ccccc2)N(C(C)=O)C[C@H]1CO	0.7

# Complete entries as entered above:
# COc1ccc(N2CCN(C(=O)C(=O)c3cc(OC)c4ccccc4c3)CC2)cc1 in the list: Myeloid diff 2: i; Myeloid diff 2 GFP+ MAC1+ %: 2.8
# CC1=C(C(=O)N(C(C)C)C(C)C)CC(CC(=O)NCCc2ccccn2)C(=O)N1CCC1=CCCCC1 (stereo not drawn) in the list: Myeloid diff 2: i; Myeloid diff 2 GFP+ MAC1+ %: 0.0

# The list continues.
SMILES,Myeloid diff 2,Myeloid diff 2 GFP+ MAC1+ %
Cc1ccc(C)c(CC(=O)N2CCCC(c3cc(C(=O)NCc4ccccc4)no3)C2)c1 (stereo not drawn),i,1.4
COc1ccc2c(CN3CCCCC3)cc(=O)oc2c1,i,0.7
O=S1(=O)C[C@@H](N2CCN(c3ccccc3)CC2)[C@H](COCc2ccccc2)N1,i,1.5
COc1ccccc1-c1cc2nc(NCCc3ccc(S(N)(=O)=O)cc3)ccn2n1,i,0.7
Cc1c(C(=O)NCc2cccc(C(F)(F)F)c2)sc(=O)n1Cc1cccc(F)c1,i,0.1
CCCNC(=O)C1(C)CCN(Cc2ccc(OCc3ccccc3)cc2)C1 (stereo not drawn),i,1.7
O=C(Nc1ccccc1Cl)c1cc(C2CCCCN2C(=O)OCCF)on1 (stereo not drawn),i,0.9
COc1ccc([C@H]2CC(=O)C[C@@H](CCn3cc(C)nn3)O2)cc1,i,1.3
COC(=O)C[C@H]1CC[C@H](NC(=O)Nc2ccccc2OC)[C@@H](CO)O1,i,1.6
CN(Cc1ccccc1)C(=O)[C@@H]1CCCN1,i,0.7
Cc1cc(C)cc(C(O)c2ncc(-c3ccc(C(F)(F)F)cc3)[nH]2)c1 (stereo not drawn),i,0.3
CCc1nc2c(OCc3ccc(F)c(F)c3)cccn2c1N(C)C(=O)C(C)C,i,0.6
CC(C)NC(=O)C1(C)CCN1C(=O)c1ccc(F)c(Cl)c1 (stereo not drawn),i,0.5
Cc1ccc2c(CN3CCN(c4ccccc4F)CC3)cc(=O)oc2c1,i,0.9
CC1(C(=O)NS(=O)(=O)c2cccc(F)c2)CCN1C(=O)c1cccc2ccccc12 (stereo not drawn),i,0.4
CCOC(=O)N(C)c1c(CC)nc2c(OCc3ccccc3C(=O)OC)cccn12,i,0.4
CCOC(=O)C1=CCC(c2ccc(Cl)cc2)N(S(=O)(=O)c2ccc(C)cc2)C1 (stereo not drawn),i,0.5
O=c1cc(CN2CCOCC2)c2ccccc2o1,i,0.9

# The list is partial; the hit share may differ from the screen's.
